Source: PubChem BioAssay (National Center for Advancing Translational Sciences (NCATS))
EPAC2 agonist – qHTS for Agonist of cAMP-regulated guanine nucleotide exchange factor 4 (EPAC2): primary screen; EPAC2 activation, biochemical qHTS; response scale: 100% = 6.5 mM cAMP response; 360,000 compounds, 0.079% hits; Potency, µM (titrated, usually from 154 µM), for the others: at the highest dose activation, hits mostly activators; AID 720711, 2013; also: potency is read from the fitted curve at half-maximal effect; nearly all actives have a fitted effect of over 50% in size
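qHTS, titration series. 100 nM EPAC2 / 250 nM Rap1B-BODIPY-GDP / 50 uM GDP; RT; ex 480/em 540 nm, 5-min reads to 30 min. Norm. to 6.5 mM cAMP = activation.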
EPAC1 ag – qHTS for Agonist of cAMP-regulated guanine nucleotide exchange factor 3 (EPAC1): primary screen; EPAC1 agonist qHTS, biochemical assay; response scale: 100% = response to 6.5 mM cAMP; Potency, µM (highest dose often 154 µM), without a hit: at the highest dose activation, most hits filed as activators; Rap guanine nucleotide exchange factor 3 (Homo sapiens), O95398; 360,000 compounds, 0.073% hits; AID 720707, 2013; also: potency is read from the fitted curve at half-maximal effect; nearly all actives have a fitted effect of over 60% in size
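EPAC1 100 nM, Rap1B–BODIPY-GDP 250 nM, unlabeled GDP 50 uM; compound titration; 5 min RT; kinetic read ex480/em540 at 5-min intervals ×30 min; data normalized to 6.5 mM cAMP agonist control.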
EPAC1 antag – qHTS for Antagonist of cAMP-regulated guanine nucleotide exchange factor 3 (EPAC1): primary screen | Rap guanine nucleotide exchange factor 3 (Homo sapiens), O95398 | EPAC1 GEF assay, Rap1b-BODIPY-GDP exchange fluorescence | Potency, µM (series often up to 115 µM), for inactives: at the highest dose activity change, negative = inhibition, actives largely listed as inhibitors | 360,000 compounds, 0.14% hits;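 also: potency is read from the fitted curve at half-maximal effect; plate controls were vehicle for no effect and positive control for full effect; nearly all actives have a fitted effect of over 50% in size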
CCT modulator – High-Throughput Screening for Modulators of Cytosolic Chaperonin Activity. purified chaperonin ATPase assay, HTRF ADP detection, 30 min. activity change, % (no concentration beside the values), hits read low. 360,000 compounds, 0.3% hits. AID 651819, 2012; in the data active = activity change below about -30%; also: % is scaled to controls: 0 for no effect and ±100 for the full control effect
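Nucleotide hydrolysis assay: TRiC at 20–40 nM final (set by batch activity) with 10 uM ATP, 30 min at 37 °C, in presence of 76 uM compound. Detection by competitive ADP HTRF, 30 min ambient.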
PLK1 PBD inh – qHTS for Inhibitors of PLK1-PDB (polo-like kinase 1 - polo-box domain): Primary Screen. Serine/threonine-protein kinase PLK1 (Homo sapiens), P53350. Plk1 PBD binding of FITC phosphopeptide, fluorescence polarization. Potency, µM, for inactives: max response, negative = inhibition, most hits filed as inhibitors. 360,000 compounds, 2.8% hits; also: potency is read from the fitted curve at half-maximal effect; series mostly up to about 57 µM; % is scaled to controls: 0 for no effect and ±100 for the full control effect; nearly all actives have a fitted effect of over 65% in size
Target sequence (P53350 whole entry, looked up, the tested form may be a part): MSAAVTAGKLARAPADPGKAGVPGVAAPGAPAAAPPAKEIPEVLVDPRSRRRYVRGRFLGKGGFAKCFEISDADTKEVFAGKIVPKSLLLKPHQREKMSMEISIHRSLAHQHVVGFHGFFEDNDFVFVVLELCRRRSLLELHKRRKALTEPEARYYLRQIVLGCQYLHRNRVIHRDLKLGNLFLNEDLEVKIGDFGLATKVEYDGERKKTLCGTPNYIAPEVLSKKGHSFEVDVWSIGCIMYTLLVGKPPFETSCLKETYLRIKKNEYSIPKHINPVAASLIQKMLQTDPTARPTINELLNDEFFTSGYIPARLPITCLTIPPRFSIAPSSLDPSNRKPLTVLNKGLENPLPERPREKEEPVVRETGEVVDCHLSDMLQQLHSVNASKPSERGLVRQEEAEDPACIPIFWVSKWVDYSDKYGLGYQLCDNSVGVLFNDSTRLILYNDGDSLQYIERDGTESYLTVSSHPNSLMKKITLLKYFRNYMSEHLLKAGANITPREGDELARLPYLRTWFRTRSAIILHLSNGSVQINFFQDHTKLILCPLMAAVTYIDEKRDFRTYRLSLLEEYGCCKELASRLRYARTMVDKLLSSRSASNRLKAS
IL-2 act – qHTS of IL-2 Activators; IL-2 activation reporter assay, cell-based qHTS; stimulated with anti-CD3/CD4/CD28 beads; in transgenic mouse T cells; activation, % (series mostly up to about 46 µM); 360,000 compounds, 0.065% hits; in the data active = activation above about 50%; inconclusive = mostly about 30% to 49%; also: 0% is about no effect
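Unstimulated transgenic mouse T cells, 750 per well, received compound and, after 60 minutes, anti-CD3/anti-CD4 bead plus anti-CD28 stimulation. EGFP and DsRed were quantified after 18 hours.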
WRN inhibitor – qHTS for Inhibitors of WRN Helicase; Potency, µM (doses to about 114 µM), for the others: top-dose activity change, negative = inhibition, hits mostly inhibitors; 360,000 compounds, 0.46% hits; AID 651768, 2012; WRN helicase unwinding, fluorescent forked duplex, kinetic; Bifunctional 3'-5' exonuclease/ATP-dependent helicase WRN (Homo sapiens), Q14191; also: potency is read from the fitted curve at half-maximal effect; % is scaled to controls: 0 for no effect and ±100 for the full control effect; nearly all actives have a fitted effect of over 55% in size
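Kinetic red-fluorescence monitoring (525/598 nm) tracks WRN helicase activity after 100 nM fluorophore-quencher forked duplex and 2 mM ATP are added to 20 nM enzyme pretreated 15 min at room temperature with compound.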
PI5P4K alpha inh – qHTS for Inhibitors of phosphatidylinositol 5-phosphate 4-kinase (PI5P4K); Phosphatidylinositol 5-phosphate 4-kinase type-2 alpha (Homo sapiens), P48426; PI5P4Kalpha enzyme, ADP-Glo luminescence, 60 min; active compounds read low; max response, %; 330,000 compounds, 1.2% hits; AID 652105, 2013; active = max response of -50% or lower; inconclusive = between -30% and -50%; inactive = -30% or higher; also: value at the top dose of about 77 µM; % is scaled to controls: 0 for no effect and ±100 for the full control effect
Target sequence (P48426 whole entry, looked up): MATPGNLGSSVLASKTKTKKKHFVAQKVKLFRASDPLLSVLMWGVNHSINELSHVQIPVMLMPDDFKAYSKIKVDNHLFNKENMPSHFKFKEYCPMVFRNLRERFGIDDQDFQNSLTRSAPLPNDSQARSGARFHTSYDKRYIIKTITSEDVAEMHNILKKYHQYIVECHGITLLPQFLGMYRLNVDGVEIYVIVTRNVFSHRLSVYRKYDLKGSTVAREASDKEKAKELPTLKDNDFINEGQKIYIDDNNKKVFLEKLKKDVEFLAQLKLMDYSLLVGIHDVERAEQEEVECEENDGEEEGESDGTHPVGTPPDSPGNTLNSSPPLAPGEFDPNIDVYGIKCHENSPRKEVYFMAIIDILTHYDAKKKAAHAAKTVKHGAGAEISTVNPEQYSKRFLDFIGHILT
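Single end-point luminescence (ADP-Glo) quantified ADP from PI5P4Kalpha turnover; ATP 5 microM final, 1 h at RT, 0.1% CHAPS and 0.28 mM EGTA in HEPES pH 7.4.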
An asterisk follows results filed as active; [ ] = remark or other dose. Unless noted, calls follow the shape of the dose curve; as a rule, active = well fitted curve in the direction sought with a large enough effect; inconclusive = small, poorly fitted or top-dose-only effect, or another doubt; inactive = no such curve, though single readings can be large; an effect the other way counts as inactive or inconclusive.

How did Cc1ccc2c(C)nc(Nc3nc(CSc4nc5ccccc5s4)cc(=O)[nH]3)nc2c1 do in these assays?
EPAC2 agonist: 5.9%; EPAC1 ag: -7.7%; EPAC1 antag: -28.0%; CCT modulator: -1.9; PLK1 PBD inh: -20.5%; IL-2 act: -1.9; WRN inhibitor: -7.8%; PI5P4K alpha inh: -10.4

Results for Cc1nn(-c2cccc(Cl)c2)c2c1C(c1cccnc1)C(C#N)=C(N)O2 (stereo unspecified) ?
EPAC2 agonist: 8.9%; EPAC1 ag: 3.3%; EPAC1 antag: 4.9%; CCT modulator: 1.9; PLK1 PBD inh: inconclusive; IL-2 act: -0.5; WRN inhibitor: -27.4%

How did CCOc1ccc(S(=O)(=O)NCCC(=O)N2CC(C)CC(C)C2)cc1 (stereo unspecified) do in these assays?
EPAC2 agonist: 3.9%; EPAC1 ag: 7.7%; EPAC1 antag: -13.1%; CCT modulator: -1.5; PLK1 PBD inh: -14.4%; IL-2 act: -1.6; WRN inhibitor: 2.5%; PI5P4K alpha inh: 5.8

How did CC(=O)Nc1ccc(S(=O)(=O)N(C)CC(=O)OCC(=O)Nc2cc(C)on2)cc1 do in these assays?
EPAC2 agonist: 9.6%; EPAC1 ag: -0.2%; EPAC1 antag: 13.1%; CCT modulator: -2.2; PLK1 PBD inh: -13.4%; IL-2 act: -0.6; WRN inhibitor: 5.9%; PI5P4K alpha inh: -1.1

What do the screens show for `COc1ccc(Cl)cc1NC(=O)N1CCN(c2ccccc2OC)CC1`?
EPAC2 agonist: 12.4%; EPAC1 ag: 0.9%; EPAC1 antag: -14.5%; CCT modulator: 0.9; PLK1 PBD inh: 1.6%; IL-2 act: -4.5; WRN inhibitor: -4.4%; PI5P4K alpha inh: -7.7

Results for COc1ccc(N2C(=O)CC(N3CCN(S(=O)(=O)c4ccc(Cl)cc4)CC3)C2=O)cc1 (stereo unspecified) ?
EPAC2 agonist: 3.3%; EPAC1 ag: 12.0%; EPAC1 antag: 1.2%; CCT modulator: -1.2; PLK1 PBD inh: -18.5%; IL-2 act: -0.8; WRN inhibitor: -7.6%; PI5P4K alpha inh: -7.4

What do the screens show for `Cc1c(CCOC(=O)c2cc([N+](=O)[O-])ccc2Cl)sc[n+]1CCCCS(=O)(=O)[O-]`?
EPAC2 agonist: -2.7%; EPAC1 ag: 5.8%; EPAC1 antag: -9.4%; CCT modulator: -1.9; PLK1 PBD inh: -9.9%; IL-2 act: -1.9; WRN inhibitor: 1.0%[11.6 µM]; PI5P4K alpha inh: -10.4

How did Cc1ccc(S(=O)(=O)NCCC(=O)N2CCN(c3cccc(Cl)c3)CC2)cc1C do in these assays?
EPAC2 agonist: 10.7%; EPAC1 ag: 11.6%; EPAC1 antag: inconclusive; CCT modulator: 0.4; PLK1 PBD inh: -6.9%; IL-2 act: -4.4; WRN inhibitor: inconclusive; PI5P4K alpha inh: -7.1

Results for CC(OC(=O)[C@H](C)N=C1NS(=O)(=O)c2ccccc21)C(=O)Nc1ccc(F)c(F)c1F (stereo partly specified) ?
EPAC2 agonist: -1.2%; EPAC1 ag: 4.2%; EPAC1 antag: -2.7%; CCT modulator: -0.3; PLK1 PBD inh: -0.7%; IL-2 act: 0.2; WRN inhibitor: 2.9%; PI5P4K alpha inh: 1.2

How did Cc1cccc(C)c1NC(=O)CCCSc1nnnn1C do in these assays?
EPAC2 agonist: 0.9%; EPAC1 ag: 10.9%; EPAC1 antag: -0.8%; CCT modulator: -2.4; PLK1 PBD inh: -8.4%; IL-2 act: -2.7; WRN inhibitor: 3.5%

How did O=S(=O)(NCc1ccccc1Cl)c1ccc(-n2cnnn2)cc1 do in these assays?
EPAC2 agonist: 3.9%; EPAC1 ag: 9.1%; EPAC1 antag: 2.2%; CCT modulator: -3.3; PLK1 PBD inh: -6.7%; IL-2 act: -0.3; WRN inhibitor: 2.3%; PI5P4K alpha inh: 4.3

What do the screens show for `O=C(CCc1nnc(C2CCCCC2)o1)N1CCC(Oc2cccnc2)CC1`?
EPAC2 agonist: 1.5%; EPAC1 ag: -0.9%; EPAC1 antag: -12.3%; CCT modulator: -0.4; PLK1 PBD inh: 0.4%; IL-2 act: -0.3; WRN inhibitor: -3.1%; PI5P4K alpha inh: -1.5

How did CCOC(=O)Nc1ccc2c(c1)N(C(=O)CCN(C)C)c1ccccc1S2 do in these assays?
EPAC2 agonist: 9.6%; EPAC1 ag: 8.5%; EPAC1 antag: 0.1%; CCT modulator: -3.3; PLK1 PBD inh: -10.5%; IL-2 act: -0.2; WRN inhibitor: -5.9%

How did O=C(Nc1ccc2ncccc2c1)c1cc(Cl)ccc1Cl do in these assays?
EPAC2 agonist: 1.7%; EPAC1 ag: 1.8%; EPAC1 antag: -18.0%; CCT modulator: -2.2; PLK1 PBD inh: 1.0%; IL-2 act: -2.1; WRN inhibitor: -0.7%; PI5P4K alpha inh: -0.5

What do the screens show for `O=C(NNC1OC(CO)C(O)C(O)C1O)c1cccc(Br)c1` (stereo unspecified)?
EPAC2 agonist: 4.3%; EPAC1 ag: 1.8%; EPAC1 antag: -11.3%; CCT modulator: 1.2; PLK1 PBD inh: -10.9%; IL-2 act: -0.3; WRN inhibitor: -5.1%; PI5P4K alpha inh: 1.4

What do the screens show for `CCN(CC(=O)NC(=O)NC1CCCCC1)Cc1ccccc1`?
EPAC2 agonist: 11.5%; EPAC1 ag: -26.7%; EPAC1 antag: -21.5%; CCT modulator: -1.1; PLK1 PBD inh: 2.8%; IL-2 act: 2.5; WRN inhibitor: -12.8%; PI5P4K alpha inh: -4.4

How did COC(=O)c1cc(-c2ccc(OC)c(OC)c2)on1 do in these assays?
EPAC2 agonist: 0.8%; EPAC1 ag: 0.6%; EPAC1 antag: 5.0%; CCT modulator: -5.5; PLK1 PBD inh: 0.3%; IL-2 act: -1.2; WRN inhibitor: 6.3%[57.1 µM]; PI5P4K alpha inh: -6.0

What do the screens show for `COn1c(=O)c(=O)n(OC)c2ccccc21`?
EPAC2 agonist: 3.5%; EPAC1 ag: 14.9%; EPAC1 antag: -11.3%; CCT modulator: -0.9; PLK1 PBD inh: -5.6%; IL-2 act: -0.5; WRN inhibitor: -4.1%; PI5P4K alpha inh: 1.2

What do the screens show for `O=C(c1ccccc1)c1ccc(N2CCCC2)cc1`?
EPAC2 agonist: 7.1%; EPAC1 ag: 12.4%; EPAC1 antag: -3.1%; CCT modulator: 1.7; PLK1 PBD inh: -0.9%; IL-2 act: -3.5; WRN inhibitor: -7.4%; PI5P4K alpha inh: 7.1

How did CC(NC(=O)COC(=O)c1ccc(Br)o1)c1ccccc1 (stereo unspecified) do in these assays?
EPAC2 agonist: -2.9%; EPAC1 ag: -5.0%; EPAC1 antag: -16.2%; CCT modulator: 0.4; PLK1 PBD inh: -5.2%; IL-2 act: -0.5; WRN inhibitor: -28.5%; PI5P4K alpha inh: 4.1

Results for COc1ccccc1N1CCN(C(=O)CCC(=O)Nc2nnc(C(C)C)s2)CC1 ?
EPAC2 agonist: 1.1%; EPAC1 ag: 5.3%; EPAC1 antag: -1.4%; CCT modulator: 1.8; PLK1 PBD inh: -4.0%; IL-2 act: 2.1; WRN inhibitor: 5.3%; PI5P4K alpha inh: -2.4

What do the screens show for `COc1ccccc1/C=N/N1C(=O)C2C3C=CC(CC3)C2C1=O` (stereo unspecified)?
EPAC2 agonist: 4.5%; EPAC1 ag: 8.5%; EPAC1 antag: 9.6%; CCT modulator: 2.4; PLK1 PBD inh: -4.2%; IL-2 act: -0.3; WRN inhibitor: -7.9%; PI5P4K alpha inh: 2.1

Results for COc1ccc(C(=O)COC(=O)c2cccnc2SC)cc1 ?
EPAC2 agonist: 9.0%; EPAC1 ag: 7.5%; EPAC1 antag: -4.3%; CCT modulator: -3.3; PLK1 PBD inh: -8.0%; IL-2 act: -1.4; WRN inhibitor: 5.1%; PI5P4K alpha inh: 2.3

Results for O=C(CCOc1ccccc1)NNC(=O)c1ccccc1 ?
EPAC2 agonist: 5.2%; EPAC1 ag: 3.3%; EPAC1 antag: -13.5%; CCT modulator: -0.8; PLK1 PBD inh: -5.7%; IL-2 act: 0.1; WRN inhibitor: 1.2%; PI5P4K alpha inh: 0.7

Results for CCOc1ccc(C(=O)N2CCN=C2SC)cc1OCC ?
EPAC2 agonist: 5.2%; EPAC1 ag: 3.0%; EPAC1 antag: 5.7%; CCT modulator: -1.4; PLK1 PBD inh: -6.3%; IL-2 act: -0.1; WRN inhibitor: 1.3%; PI5P4K alpha inh: 2.2

How did Cc1ccc(NC(=O)c2cc(N3C(=O)C=CC3=O)ccc2Cl)cc1C do in these assays?
EPAC2 agonist: -16.5%; EPAC1 ag: -30.6%[inhibitor]; EPAC1 antag: inconclusive; CCT modulator: 1.5; PLK1 PBD inh: 5.32µM*; IL-2 act: -4.1; WRN inhibitor: inconclusive; PI5P4K alpha inh: -76.0*

What do the screens show for `C[C@H](CO)N1C[C@H](C)[C@H](CN(C)S(=O)(=O)c2ccc(F)cc2)OCc2cnnn2CCCC1=O`?
EPAC2 agonist: -4.9%; EPAC1 ag: 11.0%; EPAC1 antag: -22.2%; CCT modulator: 1.0; PLK1 PBD inh: -16.1%; IL-2 act: -3.0; WRN inhibitor: -8.0%; PI5P4K alpha inh: 2.0

How did CCOC(=O)C1C(C(C)=O)=C(c2ccccc2)c2ccccc2N1S(=O)(=O)C(F)(F)F (stereo unspecified) do in these assays?
EPAC2 agonist: -6.9%; EPAC1 ag: -7.9%; EPAC1 antag: -16.6%; CCT modulator: -0.8; PLK1 PBD inh: -16.9%; IL-2 act: -0.4; WRN inhibitor: -3.8%; PI5P4K alpha inh: -0.6

This is a subset (hit frequency here may not be typical).
